MsrA act = activators of bovine methionine sulfoxide reductase A. purified bovine MsrA, absorbance read-out. activation, % at 10.6 µM. 360,000 compounds, 0.3% hits; in the data active = activation above about 7.5%;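 also: 0% = vehicle and 100% = reference activator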
SKN-1 inh = C. elegans SKN-1 inhibition; C. elegans VP596 Pgst-4::GFP/RFP ratio, acrylamide-induced, 24 h; inhibition, % at 21.8 µM; 360,000 compounds, 0.49% hits; AID 624304;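 active = interference check ratio from 0.5 to 1.5 plus GFP to RFP signal ratio inhibition reaching or exceeding a fixed threshold, cut at about 30% in these data, passing the limit was not always enough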; also: some compounds called inactive have numbers as strong as hits
MT1-MMP act inh = MT1-MMP (human) activation inhibition | GFP/RFP ratio change, % at 20 µM | 360,000 compounds, 0.061% hits | HT1080 RFP-PRO-GFP cells, GFP/RFP ratio fluorescence, overnight; percent of plate control window, DMSO zero | AID 651647;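 active = GFP/RFP ratio change of at least 30% with cell ATP level not reduced by more than half and red fluorescence within 50% of control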; also: strong numbers were not always called active
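system = RFP-PRO-GFP reporter HT1080 cells | dosing = 20 µM single dose, 1% DMSO | timing = overnight cell settling, then overnight compound exposure, 37 °C, 5% CO2 | read-out basis = GFP/RFP fluorescence ratio | controls = DMSO and RFP-L50D-GFP cell wells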
Rin1-Abl PPI inh = human Rin1-Abl interaction inhibition | AID 588664 | 360,000 compounds, 0.4% hits | P00519+Q13671 | inhibition, % at 7.35 µM | TR-FRET Rin1/Abl binding, biochemical; in the data active = inhibition above about 5%, passing the limit was not always enough
FAS-TE inh = blocks the thioesterase domain of human fatty acid synthase | inhibition, % at 15 µM | recombinant FAS-TE, OMFH fluorogenic substrate, fluorescence endpoint | 360,000 compounds, 0.67% hits | AID 602261;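 active = compounds whose normalised, plate-corrected inhibition of enzyme fluorescence in the single-dose primary screen is 50% or more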;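 also: 0% = DMSO with enzyme and 100% = substrate without enzyme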
CendR NRP1 mod = NRP-1/CendR interaction modulation. FAM-RPARPAR peptide binding to NRP-1, fluorescence polarization. inhibition, % at 25 µM. 360,000 compounds, 0.85% hits. AID 602438;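 active = inhibition or corrected inhibition above about 18%, plus a signal ratio from 0.5 to 1.5, limit read from the data, passing the limit was not always enough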; also: strong numbers were not always called active
E coli Lon inh = inhibitors of E. coli Lon protease; P0A9M0; purified E. coli Lon protease, fluorescence polarization; inhibition, % at 7.94 µM; 360,000 compounds, 0.42% hits; in the data active = inhibition above about 13%, passing the limit was not always enough;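 also: 0% = enzyme with probe and DMSO and 100% = no enzyme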
Target sequence (P0A9M0 whole entry, looked up): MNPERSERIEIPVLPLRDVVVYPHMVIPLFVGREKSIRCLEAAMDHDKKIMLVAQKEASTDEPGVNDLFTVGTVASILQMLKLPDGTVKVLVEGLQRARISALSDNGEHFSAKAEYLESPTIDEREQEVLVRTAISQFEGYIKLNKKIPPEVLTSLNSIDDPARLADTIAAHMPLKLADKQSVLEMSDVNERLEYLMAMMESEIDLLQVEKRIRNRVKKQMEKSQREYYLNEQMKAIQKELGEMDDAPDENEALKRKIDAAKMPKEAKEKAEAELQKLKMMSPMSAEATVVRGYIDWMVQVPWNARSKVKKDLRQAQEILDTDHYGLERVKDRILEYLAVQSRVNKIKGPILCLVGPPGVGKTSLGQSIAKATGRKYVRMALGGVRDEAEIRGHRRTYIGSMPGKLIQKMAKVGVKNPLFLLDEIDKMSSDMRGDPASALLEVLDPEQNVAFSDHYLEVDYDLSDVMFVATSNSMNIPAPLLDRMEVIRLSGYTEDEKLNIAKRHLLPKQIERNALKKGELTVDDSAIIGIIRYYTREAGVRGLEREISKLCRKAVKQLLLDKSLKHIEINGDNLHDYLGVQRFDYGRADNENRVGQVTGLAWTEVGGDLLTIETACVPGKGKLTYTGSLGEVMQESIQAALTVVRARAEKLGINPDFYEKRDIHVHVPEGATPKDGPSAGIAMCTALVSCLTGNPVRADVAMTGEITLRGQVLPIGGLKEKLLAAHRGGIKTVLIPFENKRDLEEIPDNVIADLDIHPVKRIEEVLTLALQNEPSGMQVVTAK
MsrA inh = bovine MsrA inhibition; AID 651718; inhibition, % at 15.5 µM; 360,000 compounds, 0.75% hits; purified bovine MsrA, absorbance read-out; in the data active = inhibition above about 4.5%;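 also: 0% = vehicle wells with enzyme and 100% = reference inhibitor wells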
Neddyl block = blocks human cullin neddylation. P61081+Q13564. TR-FRET cullin neddylation, biochemical. calls only at 25 µM. 360,000 compounds, 0.58% hits. AID 651699; in the data active = inhibition above about 36%
* = called active by the depositor; i = inactive; . = not tested or not shown. Compounds were not picked by outcome, and some 4.2% of all compounds hit somewhere here.

Sample of the layout:
SMILES	MsrA act	SKN-1 inh	MT1-MMP act inh	Rin1-Abl PPI inh	FAS-TE inh	CendR NRP1 mod	E coli Lon inh	MsrA inh	Neddyl block
Cc1ccc(Nc2nc(Cl)nc(NC3CCCCC3)n2)cc1	-1	8	-23	0	14	11	6	1.2	i
CNC(=S)N1N=C(c2ccc(C)cc2)CC1c1ccc(OC)c(OC)c1 (configuration not stated)	-2	8	5	-3	12	-10	-25	0.6	i
c1n[nH]c(NCc2ccc3c(c2)OCO3)n1	-1	-11	2	-1	-5	-12	-5	2.5	i
O=S(=O)(NC1CCN(S(=O)(=O)c2c(F)cccc2F)C1)c1ccc2c(c1)OCCO2 (configuration not stated)	-2	-5	1	0	0	2	9	1.7	i
Cc1ccc(CNC(=O)Cn2c([N+](=O)[O-])cnc2C)cc1	1	-2	-2	-3	-4	-2	-10	1.8	i

Main list, from the start:
SMILES	MsrA act	SKN-1 inh	MT1-MMP act inh	Rin1-Abl PPI inh	FAS-TE inh	CendR NRP1 mod	E coli Lon inh	MsrA inh	Neddyl block
Cc1ccc(Nc2nc(Cl)nc(NC3CCCCC3)n2)cc1	-1	8	-23	0	14	11	6	1.2	i
CNC(=S)N1N=C(c2ccc(C)cc2)CC1c1ccc(OC)c(OC)c1 (configuration not stated)	-2	8	5	-3	12	-10	-25	0.6	i
c1n[nH]c(NCc2ccc3c(c2)OCO3)n1	-1	-11	2	-1	-5	-12	-5	2.5	i
O=S(=O)(NC1CCN(S(=O)(=O)c2c(F)cccc2F)C1)c1ccc2c(c1)OCCO2 (configuration not stated)	-2	-5	1	0	0	2	9	1.7	i
Cc1ccc(CNC(=O)Cn2c([N+](=O)[O-])cnc2C)cc1	1	-2	-2	-3	-4	-2	-10	1.8	i
Cc1ccc(NC(=S)N2C3CCCC2CC(NC(=O)C2CC2)C3)cc1C (configuration not stated)	2	-4	1	3	-6	8	-9	0.9	i
CN1CCC(=NOc2ccc([N+](=O)[O-])cc2)CC1	-6	-2	14	2	-4	0	-8	3.4	i
Cc1cc(C)c(C#N)c(SCS(=O)Cc2ccc(Cl)cc2)n1 (configuration not stated)	-2	1	9	0	69*	3	2	-0.4	i
COc1ccc(CCNCc2csc3nc4ccccc4n23)cc1OC	-5	6	0	-1	-2	-8	-5	0.5	i
CN(CC(=O)Nc1cccc(F)c1)C(=O)c1cccc2ccccc12	-2	-10	-2	1	6	0	-1	0.0	i
Cc1ccc(COCCN2CCN(S(=O)(=O)c3ccccc3)CCC2=O)cc1	0	-2	-5	4	-5	8	2	-0.6	i
Cc1ccccc1NCC(=O)N/N=C\c1ccc2c(c1)OCO2	-5	0	5	0	-5	4	-16	2.6	i
O=C(Nc1ccccc1F)c1ccc2c(c1)CCN2S(=O)(=O)c1ccccc1	0	-12	6	1	25	-2	-8	-0.5	i
CC(C)=CCn1c2ccc(NC(=O)Nc3cccnc3)cc2c(=O)n1C	1	15	-2	-5	-4	-12	-2	0.2	.
COCCNC(=O)c1onc(CSc2cccc(Cl)c2)c1C(=O)O	-2	-17	1	1	-13	5	8	0.8	i
COCCCNc1ccn2nc(-c3ccccc3)cc2n1	-1	6	4	1	-5	-10	3	0.3	.
CCOC(=O)c1c(-c2ccccc2)c2cc(OC)ccc2n1CCCN(C)C	-2	-4	-11	0	2	2	8	0.1	.
CC1CCN(C(=O)c2ccc(CSc3nc4ccncc4n3Cc3ccc(F)cc3)cc2)CC1	0	9	-8	-5	9	-12	-2	-0.9	i
C=CCCCCc1nc2ccccc2c(=O)n1N	-2	19	1	1	-5	6	-6	0.4	i
CCOCCCNC(=O)CNC(=S)N(Cc1ccccc1F)C1CCCCC1	-3	-8	0	-2	-2	-1	-2	0.6	i
CCC(C)NC(=O)Cn1cnc2sc(C)c(S(=O)(=O)N3CCN(c4ccccc4OC)CC3)c2c1=O (configuration not stated)	-8	6	0	3	4	5	5	-1.4	i
CC(C)CCNC(=O)C1CC(c2ccccc2C(F)(F)F)=NO1 (configuration not stated)	3	2	3	6	1	9	-18	-0.4	i
C/C(=N/NS(=O)(=O)c1ccc(Br)cc1)c1c[nH]c2ccccc12	-7	-4	1	5	5	15	2	0.1	i
Cc1ccn2c(NC(=O)C(C)(C)Oc3ccc(Cl)cc3)c(-c3cccs3)nc2c1	-3	5	3	-3	15	5	-3	-0.8	i
COc1ccc(OC)c(NC(=O)Cc2c(C(=O)O)n(C)c3ccccc23)c1	0	13	1	-2	-3	5	5	-0.1	i
Cc1cc(/C=C2\SC(=O)N(C)C2=O)c(C)n1-c1cccc(C(=O)O)c1	-4	3	-4	2	-4	-14	-5	2.5	i
COc1ccc(C2CC(C(F)(F)F)n3nc(C(=O)N(C)Cc4cn(C)nc4C)c(Cl)c3N2)cc1 (configuration not stated)	0	12	0	1	-6	-5	-3	0.8	i
CCOC(=O)c1c(C)n(C)c2ccc(OC(=O)c3ccc(N4C(=O)CCC4=O)cc3)cc12	-3	18	2	2	22	1	0	1.2	i
CC1=CC(=O)N(c2cccc(C(F)(F)F)c2)C1c1ccc(Cl)cc1 (configuration not stated)	-1	-7	-16	-2	32	-10	-21	-1.1	i
O=C(Nc1ccc2c(c1)C(=O)c1ccccc1-2)c1ccccc1	-1	-3	8	0	-4	0	6	0.8	i
COc1ccc(OC)c(C2C(C#N)=C(N)N(N(C)C)C3=C2C(=O)CC(C)(C)C3)c1 (configuration not stated)	-1	33	2	2	-3	1	1	1.7	i
CN(C)CC/C=C1\c2ccccc2Sc2ccc(Cl)cc21	-6	-19	-7	-1	4	-4	-6	-0.1	i
CCCc1cc(C(=O)NNC(=S)NC2CCCCC2)cs1	-6	16	4	4	-5	-3	4	1.5	i
Cc1occc1C(=O)N1CCCc2ccccc21	-9	-19	-7	-3	-18	-4	-21	-0.3	i
Cc1cc(C)cc(N2C(=O)CC(N(C(=O)c3ccco3)c3cc(C)cc(C)c3)C2=O)c1 (configuration not stated)	-2	8	1	-2	15	-7	3	0.7	i
Cc1nnsc1C(=O)Nc1ccccc1	-2	14	-1	-2	-7	-4	-12	0.4	i
COc1ccc(/C=N/NC(=O)c2ccccc2O)cc1Cn1nnc2ccccc21	-2	-2	3	-3	1	3	3	1.0	.
CCC/S(C)=N/S(=O)(=O)c1ccc(C)cc1 (configuration not stated)	-8	-12	0	-2	-5	4	-2	-1.0	i
ClC1=C(Cl)C(Cl)=C(Cl)C1=C/C=C/c1ccccc1	-3	-5	-27	-1	23	11	4	0.8	i
Cc1cc(NCCN(C)C)n2nc(-c3cccs3)cc2n1	-2	7	8	1	-8	-6	-8	0.9	.
CSC1=NC=C(C#N)C2=NC(c3ccc(Cl)cc3)NN12 (configuration not stated)	-7	-10	2	2	-1	-3	0	.	i
Cc1ccc(C(=O)N/N=C/c2ccoc2)cc1C	-2	-10	1	1	-4	-1	-25	0.1	i
CC(C)(C)c1ccc(S(=O)(=O)N2CCC(O)(c3ccc(Cl)cc3)CC2)cc1	3	-3	-1	2	41	4	-8	-0.7	i
COc1ccc(-n2nc(C(=O)NCC(=O)NCCCN3CCOCC3)c3ccccc3c2=O)c(OC)c1	-2	3	0	1	-4	13	2	-0.4	i
Cc1ccccc1C(=O)Nc1nnc(S(=O)(=O)N2CCCCC2)s1	0	-2	4	4	-4	1	1	0.3	i
COc1ccc(C(=O)Nc2ccc(CN3CCOCC3)cc2)cc1	-3	-2	-1	0	-4	2	-8	1.5	i
Cc1ccc(NC(=S)N2CCN(S(=O)(=O)c3ccccc3)CC2)cc1C	-5	13	-2	-1	9	-7	9	1.2	i
O=C(NCC(c1ccco1)N1CCCCC1)c1ccc2c(c1)S(=O)(=O)c1ccccc1C2=O (configuration not stated)	1	13	-3	-2	0	-2	0	-1.5	i
Cn1nccc1NC(=O)Nc1ccc(OC(F)(F)F)cc1	-3	-13	7	2	-2	-7	-4	3.3	i
Cc1ccc(-n2cnc3scc(-c4cccs4)c3c2=O)cc1	-3	6	-9	2	15	1	-7	1.0	i
Additional compounds.
SMILES	MsrA act	SKN-1 inh	MT1-MMP act inh	Rin1-Abl PPI inh	FAS-TE inh	CendR NRP1 mod	E coli Lon inh	MsrA inh	Neddyl block
CC(C)C(c1nnnn1C1CCCC1)N1CCOCC1 (configuration not stated)	-5	11	-2	1	-9	-6	-3	1.6	i
O=C(N/N=C/c1ccc([N+](=O)[O-])cc1)c1cc(C2CC2)[nH]n1	-3	-9	3	-4	6	-1	-8	5.3*	i
COC(=O)c1ccc(NC(C)C(=O)OC)c([N+](=O)[O-])c1 (configuration not stated)	-5	3	1	-1	-9	-17	-10	0.4	i
CCN(Cc1ccncc1)C(=S)Nc1ccccc1	-3	7	1	-1	-5	2	-7	-0.7	i
COCCNc1oc(/C=C/c2cccc(OC)c2)nc1S(=O)(=O)c1ccccc1	-4	5	-6	1	7	-16	-12	2.2	.
O=C(C1CCN(S(=O)(=O)c2ccc(Br)s2)CC1)N1CCN(c2ccccc2)CC1	-4	-2	-5	-3	20	12	1	1.7	i
O=C(Nc1ccc(N2C(=O)C3CCCCC3C2=O)cc1Cl)c1cccs1 (configuration not stated)	-2	10	-1	0	-1	2	-2	1.4	i
O=c1oc(/C=C/c2ccccc2)nc2sc3c(c12)CCC3	-7	-12	5	-1	8	25*	-8	-2.0	i
CCOc1ccc(N(C)S(=O)(=O)c2c[nH]c(C(=O)OC)c2)cc1	-3	14	1	0	9	10	-7	-0.9	i
CC(C)NC(=O)COc1ccc(Cl)cc1Cl	-2	7	-3	-1	-6	0	0	0.6	i

A different layout for part of the listing above.
Results follow in this order: MsrA act	SKN-1 inh	MT1-MMP act inh	Rin1-Abl PPI inh	FAS-TE inh	CendR NRP1 mod	E coli Lon inh	MsrA inh	Neddyl block
> COCCNc1oc(/C=C/c2cccc(OC)c2)nc1S(=O)(=O)c1ccccc1
 : -4	5	-6	1	7	-16	-12	2.2	.
> CCOc1ccc(N(C)S(=O)(=O)c2c[nH]c(C(=O)OC)c2)cc1
 : -3	14	1	0	9	10	-7	-0.9	i

More results follow.
SMILES	MsrA act	SKN-1 inh	MT1-MMP act inh	Rin1-Abl PPI inh	FAS-TE inh	CendR NRP1 mod	E coli Lon inh	MsrA inh	Neddyl block
CC(=O)N1c2ccc(S(=O)(=O)N3CCCC3C(=O)NCc3ccc(Cl)cc3)cc2CC1C (configuration not stated)	1	10	-5	1	2	1	-1	0.1	i
COc1ccc(/C=C/C(=O)Nc2ccccc2)cc1S(=O)(=O)N1CCOCC1	-2	-6	1	-1	0	6	1	1.6	i
COc1ccc(CCNC(=O)c2ccc(NC(=O)CC3SC(N4CCCCC4)=NC3=O)cc2)cc1OC (configuration not stated)	1	10	-1	6	-1	1	-4	0.4	i
COc1cccc(CNC(=O)CCC2CCCN(C3CCOCC3)C2)c1 (configuration not stated)	-3	1	-1	0	-8	-6	-8	.	i

2 neighbouring compounds out of the list so far, for reference:
SMILES	MsrA act	SKN-1 inh	MT1-MMP act inh	Rin1-Abl PPI inh	FAS-TE inh	CendR NRP1 mod	E coli Lon inh	MsrA inh	Neddyl block
CC(C)NC(=O)COc1ccc(Cl)cc1Cl	-2	7	-3	-1	-6	0	0	0.6	i
CC(=O)N1c2ccc(S(=O)(=O)N3CCCC3C(=O)NCc3ccc(Cl)cc3)cc2CC1C (configuration not stated)	1	10	-5	1	2	1	-1	0.1	i
